# Screening results from PubChem BioAssay.
# E-selectin induc: induces E-selectin expression in human endothelial cells. 0.37% of 260,000 active. P16581. HUVEC E-selectin immunofluorescence imaging; normalized: neutral wells 0, TNF-alpha wells 100. activation, % at 7.58 µM;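 active means mean E-selectin-positive cell signal at least 10% of the positive control, reached in at least 60% of replicates, without over 20% cell loss; inconclusive means no rule given, readout overlaps actives, possibly toxicity-flagged; inactive means the rest, including those meeting only one limit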;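 further: in these data hits start at about 27%; measured in HUVEC primary endothelial cells; signal is the percent of cells scored E-selectin positive by PE staining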
# Target sequence (P16581 whole entry, looked up): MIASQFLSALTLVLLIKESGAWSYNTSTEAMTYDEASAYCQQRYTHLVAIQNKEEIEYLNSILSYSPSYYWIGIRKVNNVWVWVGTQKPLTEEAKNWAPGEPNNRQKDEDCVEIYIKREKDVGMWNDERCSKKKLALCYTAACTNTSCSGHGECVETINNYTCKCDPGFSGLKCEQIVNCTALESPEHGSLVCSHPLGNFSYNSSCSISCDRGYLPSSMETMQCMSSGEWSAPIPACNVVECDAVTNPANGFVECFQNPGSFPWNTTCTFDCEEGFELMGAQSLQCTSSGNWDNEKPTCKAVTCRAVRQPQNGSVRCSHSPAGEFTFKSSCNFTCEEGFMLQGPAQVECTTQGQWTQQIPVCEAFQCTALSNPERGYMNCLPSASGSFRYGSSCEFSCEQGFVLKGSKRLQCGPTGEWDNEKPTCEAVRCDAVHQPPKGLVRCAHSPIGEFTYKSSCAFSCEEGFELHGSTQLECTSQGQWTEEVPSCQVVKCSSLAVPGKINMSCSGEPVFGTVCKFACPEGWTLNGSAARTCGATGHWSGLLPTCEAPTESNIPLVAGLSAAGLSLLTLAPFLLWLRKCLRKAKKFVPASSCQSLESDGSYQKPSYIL
#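 Read-out: % PE-positive cells | Test system: HUVEC | Doses: One compound dose added by pin transfer | Buffer or medium: EGM-2 over gelatin coat | Signal: Immunofluorescence imaging | Benchmarks: TNF-alpha, DMSO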
# RAD52 inh: RAD52 (human) annealing inhibition; AID 651710; inhibition, % at 18.7 µM; P43351; recombinant RAD52 DNA annealing, FRET fluorescence; 0.46% of 360,000 active;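 active means every replicate showing at least 50% inhibition; inconclusive means mean inhibition at least 50% but not in every replicate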
# Target sequence (P43351 whole entry, looked up): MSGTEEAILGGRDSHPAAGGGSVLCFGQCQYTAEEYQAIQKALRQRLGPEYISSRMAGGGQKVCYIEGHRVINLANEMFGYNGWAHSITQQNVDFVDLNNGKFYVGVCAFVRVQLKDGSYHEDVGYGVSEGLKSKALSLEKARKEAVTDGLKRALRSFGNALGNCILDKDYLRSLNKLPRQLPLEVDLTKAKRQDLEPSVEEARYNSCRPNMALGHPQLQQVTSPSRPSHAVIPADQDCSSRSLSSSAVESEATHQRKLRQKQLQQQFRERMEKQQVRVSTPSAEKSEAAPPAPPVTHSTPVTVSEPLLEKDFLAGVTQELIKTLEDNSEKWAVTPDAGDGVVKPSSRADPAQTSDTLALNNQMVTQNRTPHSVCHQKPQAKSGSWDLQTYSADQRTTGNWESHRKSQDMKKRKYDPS
# * marks the source's active call; other numbers are inactive results; ? = inconclusive. These rows are one share of the data, so the mix of outcomes need not match the whole.
# Below each SMILES – E-selectin induc	RAD52 inh
Cc1ccc(-c2nc3c(Cl)cc(C(F)(F)F)cn3c2Cc2ccsc2)cc1
→ 2.4	-3
CCCCCCN1CCN(C2CN(Cc3cn(Cc4cccc(Cl)c4)nn3)S(=O)(=O)C2)CC1 (stereo not drawn)
→ 7.9	-5
COc1ccc(C2=Nc3ccccc3N(C(=O)c3ccc(C)cc3)C2C(=O)Nc2c(C)cccc2C)cc1 (stereo not drawn)
→ 2.3	-40
CCOC(=O)[C@]12CCC=C1N(Cc1ccc3c(c1)OCO3)C(=O)[C@H](CC(=O)NCc1ccc(C)o1)C2
→ 0.4	-9
Cc1cc(C)c(S(=O)(=O)Nc2cccc(S(=O)(=O)NC3=NCCC3)c2)c(C)c1
→ -0.2	-1
O=C1NC[C@H](CCCCN2C[C@H](Cc3ccccc3)N(CC3CCCCC3)C(=O)C2=O)N(CC2CCCCC2)C1=O
→ -0.3	-19
CC(C)(C)n1nnnc1C1c2ccccc2C(=O)N1CCc1c[nH]c2ccccc12 (stereo not drawn)
→ -0.3	6
COC(=O)c1c(-c2c(Cl)cccc2Cl)noc1C(=O)NNC(=O)N(C)C
→ 0.1	-1
O=C(Nc1ccc(Cl)cc1)Nc1ccc(Cl)c(Cl)c1
→ -0.2	-7
CC(C)n1nnnc1C1c2ccccc2C(=O)N1Cc1cccs1 (stereo not drawn)
→ -6.0	1
COC(=O)c1ccc(Cn2cc([N+](=O)[O-])cn2)cc1
→ 1.6	-6
CN1CCCN(S(=O)(=O)c2ccc(Cl)c(Cl)c2)CC1
→ -1.5	-7
Cc1ccc(-c2nc3c4ccccc4ccn3c2Cc2ccccc2C(F)(F)F)cc1
→ 7.5	-96
CCC1(C(=O)OC)CCc2c(cc(OC)c3ccccc23)C1=O (stereo not drawn)
→ 0.3	-7
Cc1cc(Br)cn2c(Cc3ccccc3)c(-c3cccc(Cl)c3)nc12
→ 0.1	-27

# In the list so far, five contain four or more nitrogen atoms.
# Below each SMILES – E-selectin induc	RAD52 inh
CCCCCCN1CCN(C2CN(Cc3cn(Cc4cccc(Cl)c4)nn3)S(=O)(=O)C2)CC1 (stereo not drawn)
→ 7.9	-5
O=C1NC[C@H](CCCCN2C[C@H](Cc3ccccc3)N(CC3CCCCC3)C(=O)C2=O)N(CC2CCCCC2)C1=O
→ -0.3	-19
CC(C)(C)n1nnnc1C1c2ccccc2C(=O)N1CCc1c[nH]c2ccccc12 (stereo not drawn)
→ -0.3	6
COC(=O)c1c(-c2c(Cl)cccc2Cl)noc1C(=O)NNC(=O)N(C)C
→ 0.1	-1
CC(C)n1nnnc1C1c2ccccc2C(=O)N1Cc1cccs1 (stereo not drawn)
→ -6.0	1

# Following part
# Below each SMILES – E-selectin induc	RAD52 inh
COCCNC(=S)Nc1ccc2[nH]c(=O)[nH]c2c1
→ -0.5	18
NNC(=O)c1nc(-c2cccc(-n3cccc3)c2)no1
→ -0.1	-19
COc1ccc2c3c([nH]c2c1)[C@@H](CO)N(C(=O)CN(C)C)CC31CN(CC2CCOCC2)C1
→ -0.6	47
O=C1C(Sc2ccccc2)=C[C@@]2(O)CC[C@@H](O)[C@]1(Sc1ccccc1)[C@H]2O
→ 0.1	-13
C[C@@H]1COc2cccc(N3CCSCC3)c2S(=O)(=O)N1
→ 2.1	-10
Cc1cccc(C)c1NC(=O)C1c2ccccc2OCC(=O)N1C1CC1 (stereo not drawn)
→ 1.7	-16
COc1cccc(/C=C/c2nc3c(cnn3-c3ccccc3)c(=O)[nH]2)c1
→ 0.2	-8
O=C(NC1CCCC1)C1c2ccccc2OCC(=O)N1CC(F)(F)F (stereo not drawn)
→ 1.0	-19
C/C(=N\Nc1ccc2nncn2n1)c1ccco1
→ -0.1	-5
COC(=O)[C@@]1(Cc2ccc(F)cc2)[C@H]2c3cc(C(=O)N(C)C)n(CC4CC4)c3C[C@H]2CN1C(=O)c1ccccc1
→ -7.5	-1
Cc1cc(N2CCN(C(C(=O)NC3CCCC3)c3ccc(-c4ccccc4)cc3)CC2)c2ccccc2n1 (stereo not drawn)
→ 5.0	-17
Cc1nc2cc(NC(=O)Nc3cccc(F)c3)ccc2n1C
→ -1.2	-15
Cc1csc(-c2nc3ccccc3n2C(C)c2nc3ccccc3[nH]2)c1 (stereo not drawn)
→ 0.0	-27
COc1ccc(C(=O)NCCc2nnc3ccc(SCC(=O)Nc4cc(C)on4)nn23)cc1
→ -0.4	-6
O=C1c2ccccc2C(c2nnnn2Cc2ccccc2)N1C1CC1 (stereo not drawn)
→ -0.3	-4
COc1ccccc1OCCC(=O)OCC(=O)c1[nH]c(C)c(C(C)=O)c1C
→ 0.1	-2
CCCCOCC1CN(CCCC)S(=O)(=O)c2c(Oc3ccc(F)cc3)cccc2O1 (stereo not drawn)
→ -0.1	-12
COC(=O)[C@H](CC(C)C)NC(=O)Nc1ccccc1F
→ 0.0	-13
CCCNC(=O)[C@H]1[C@H](CO)[C@H]2Cn3c(ccc(-c4ccccc4F)c3=O)[C@H]2N1C(=O)C1CCC1
→ 0.0	-12
Clc1ccc(N=C2SCCS2)cc1
→ -0.1	-10
N#Cc1ccc(NC(=S)NC(=O)CCc2ccc(S(=O)(=O)N3CCOCC3)cc2)cc1
→ 0.0	-24
Cc1cc(C)c2c(CN3CCOCC3)cc(=O)oc2c1
→ 4.5	-8
CC(C)(C)c1nnc2cccc(Cl)n12
→ -0.7	-7
COc1ccc(C)cc1NC(=O)CNC(C)C(=O)Nc1cc(Cl)ccc1Cl (stereo not drawn)
→ 0.3	-12
COc1ccc(-c2c(-c3ccsc3)oc3c2C(O)CCC3)cn1 (stereo not drawn)
→ 0.1	-19
Cc1cc2c(cc1C)-n1nnnc1C(N1CCCNCC1)C(=O)N2 (stereo not drawn)
→ 0.5	-21
Cc1cccc(C(=O)N[C@H](C(=O)Nc2cccc(S(=O)(=O)N3CCCC3)c2)C(C)C)c1
→ 3.5	-10
COC(=O)[C@@]1(Cc2ccc(F)cc2)[C@H]2c3cc(C(=O)N(C)C)n(Cc4cc(C)n(C)n4)c3C[C@H]2CN1C(=O)c1ccccc1
→ 0.0	-26
COC(=O)C[C@@H]1OC[C@H](C)N1S(=O)(=O)c1ccc(C)cc1
→ 2.6	-8
COc1ccc(OCC(=O)N/N=C(\C)CC(=O)Nc2ccc(OC)cc2[N+](=O)[O-])cc1
→ -2.8	4
CCCn1c(C)cc(C(=O)COC(=O)c2nccnc2N)c1C
→ 3.1	-21
COCCN1C(=O)c2ccccc2C1c1nnnn1C(C)C (stereo not drawn)
→ -5.5	-6
COCCCNCC(O)C(F)(F)F (stereo not drawn)
→ -0.6	-5
COC(=O)[C@]12CCCCC=C1N(Cc1ccc3c(c1)OCO3)C(=O)[C@H](CC(=O)NCCCCc1ccccc1)C2
→ -0.2	-19
O=[N+]([O-])c1ccccc1/C=C/C=N/N1CCCCC1
→ -1.5	-11
CC(C)C(C(=O)NCc1ccccc1)N(C)Cc1ccc(Cl)c(Cl)c1 (stereo not drawn)
→ 0.8	-20
COc1ccc(SCC(O)Cn2c3ccccc3c3ccccc32)c(OC)c1 (stereo not drawn)
→ 2.8	-15
COc1ccc(NC(=O)C(c2ccc(C#N)cc2)n2c(=O)c(-c3cc4ccccc4[nH]3)nc3ccccc32)cc1 (stereo not drawn)
→ 9.5	-23
CCSc1cnn(-c2ccccc2)c(=O)c1Cl
→ -1.7	-8
COCCCn1cc(CN2CC(N3CCN(CCN(C)C)CC3)CS2(=O)=O)nn1 (stereo not drawn)
→ ?	-17
O=C1N(Cc2ccccc2)c2ccc(Br)cc2[C@]12C[C@H](O)CO2
→ 3.6	-14
COC(=O)[C@@]12C[C@@H](CC(=O)NCc3ccc(C)o3)C(=O)N(CCc3ccc(OC)c(OC)c3)C1=CCC(C)(C)C2
→ 0.2	8
CCCn1c(SCC(=O)NNC(=O)c2ccccc2)nnc1-c1cccnc1
→ -0.2	-5
CN1CCN(C(=O)c2cc3c(c(-c4cccc(-c5cccnc5)c4)n2)[C@H](CCO)N(C(=O)CC2CC2)C3)CC1
→ 5.8	-13
COCCNC(=S)N/N=C/c1ccc2c(c1)OCCO2
→ 0.1	-9
COC(=O)C1(C(=O)OC)C[C@H](c2ccc(OC)cc2)N(Cc2ccccc2OC)[C@@H]1c1ccccc1
→ -0.1	-23
C[C@H]1NS(=O)(=O)c2cccc(Cl)c2O[C@@H]1c1ccccc1
→ 1.7	-17
CCOC(=O)c1ccc(-c2ccc(N3C(c4cccc(OC)c4)=Cc4ccc(F)cc4C3CC(C)=O)cc2)cc1F (stereo not drawn)
→ -0.2	-2
O=C1NC[C@H](CCCCN2CCN(CCc3ccccc3)C(=O)C2=O)N(CC2CCCCC2)C1=O
→ -0.3	-17
COC(=O)C[C@H]1CC[C@@H](NS(=O)(=O)c2ccc(C)cc2)[C@@H](CO)O1
→ 8.7	-23
Cc1cccc(C)c1-n1nnnc1C1(C)CCC(=O)N1CCCn1ccnc1 (stereo not drawn)
→ -0.2	-8
COC(=O)[C@]12CCCCC=C1N(CCc1ccc(OC)c(OC)c1)C(=O)[C@H](CC(=O)NCC1CCCCC1)C2
→ -4.0	-11
CCOC(=O)[C@]12CCC=C1N(Cc1ccccc1)C(=O)[C@H](CC(=O)NCc1ccccc1)C2
→ 1.0	-14
CC(=O)Oc1ccc(C2(C)CC(C)(C)NC(=S)N2C)c(OC(C)=O)c1 (stereo not drawn)
→ 0.8	-3
C/C=C/c1ccc([C@H]2[C@@H](CO)N(C(=O)CN(C)C)[C@H]2CN(C)C(C)=O)cc1
→ 0.1	1
CC[C@]1(c2ccccc2OC)ON(c2ccccc2C(F)(F)F)C1=O
→ -0.2	-1
COC(=O)[C@@]1(Cc2ccc(F)cc2)[C@H]2c3cc(C(=O)N(C)C)n(Cc4ccc(OC(F)(F)F)cc4)c3C[C@H]2CN1C(=O)c1ccccc1
→ -0.2	-24
O=C1C/C(=C\c2c(F)cccc2Cl)N2CCC1CC2
→ -0.5	-14
Nc1ccn([C@@H]2O[C@H](C(=O)NCCCN3CCCC3=O)[C@@H](O)[C@H]2O)c(=O)n1
→ 2.5	-4
Cc1ccc(S(=O)(=O)NCc2ccccc2Br)cc1
→ 3.6	-24

# In another format: results already given
structure: COC(=O)[C@]12CCCCC=C1N(CCc1ccc(OC)c(OC)c1)C(=O)[C@H](CC(=O)NCC1CCCCC1)C2
  E-selectin induc: -4.0	RAD52 inh: -11
structure: CCOC(=O)[C@]12CCC=C1N(Cc1ccccc1)C(=O)[C@H](CC(=O)NCc1ccccc1)C2
  E-selectin induc: 1.0	RAD52 inh: -14
structure: CC(=O)Oc1ccc(C2(C)CC(C)(C)NC(=S)N2C)c(OC(C)=O)c1 (stereo not drawn)
  E-selectin induc: 0.8	RAD52 inh: -3
structure: C/C=C/c1ccc([C@H]2[C@@H](CO)N(C(=O)CN(C)C)[C@H]2CN(C)C(C)=O)cc1
  E-selectin induc: 0.1	RAD52 inh: 1

# (list continues)
# Below each SMILES – E-selectin induc	RAD52 inh
CCOc1ccc(-c2cc(C(=O)OC)nc3c2c(=O)n(C)c(=O)n3C)cc1
→ 0.1	-6
CCC(=O)N(CC(C)C)C[C@@H]1[C@@H](c2ccccc2)[C@@H](CO)N1S(C)(=O)=O
→ -0.1	-9
COc1ccccc1C1=NN(C2=NN=C(N)Cc3ncnn32)C(O)(C(F)(F)F)C1 (stereo not drawn)
→ 0.3	-24
CCOC(=O)[C@]12CCCC=C1N(CCC1=CCCCC1)C(=O)[C@H](CC(=O)NCc1cccs1)C2
→ -0.3	-17
Cc1cccc(C)c1NC(=O)C(c1ccccc1F)n1c(=O)c(-c2cc3ccccc3[nH]2)nc2ccccc21 (stereo not drawn)
→ 0.5	-24
CC(=O)c1cccc(S(=O)(=O)N2CCC(C(=O)O)CC2)c1
→ -1.1	-13
CCOC(=O)[C@]12CCC=C1N(Cc1ccc3c(c1)OCO3)C(=O)[C@H](CC(=O)NCc1cccc(C(F)(F)F)c1)C2
→ 0.5	-7
O=C1c2ccccc2C(c2nnnn2-c2ccc3c(c2)OCCO3)N1Cc1ccc(F)cc1 (stereo not drawn)
→ 4.1	-13
O=C([C@@H]1[C@@H](CO)[C@@H]2Cn3c(ccc(-c4cncnc4)c3=O)[C@@H]2N1C(=O)C1CCC1)N1CCCCC1
→ 1.7	-10
CC1(C(=O)NCc2ccccc2)CSCC(=O)N1CCc1c[nH]c2ccccc12 (stereo not drawn)
→ 3.1	-46
CC(C)NC(=O)NNC(=O)c1nn(-c2ccc(F)cc2)ccc1=O
→ -0.1	-20
Cc1ccc(Cc2c(-c3ccccc3)nc3c(C)cc(Br)cn23)cc1
→ 0.0	-40
Cc1ccc(NC(=S)NCc2ccco2)c(C)c1
→ -0.1	-13
COc1ccc(Cc2c(C3CCCCC3)nc3cc(C)c(Br)c(C)n23)c(C)c1
→ -0.4	-32
COc1ccc(CCN2C(=O)c3ccccc3C2c2nnnn2C(C)C)cc1OC (stereo not drawn)
→ 3.1	-20
Cc1ccccc1CN1C(=O)CSCC1(C)C(=O)Nc1c(C)cccc1C (stereo not drawn)
→ 2.2	-3
O=C(C1CCN(S(=O)(=O)N2CCOCC2)CC1)N1CCN(c2ccccc2F)CC1
→ -1.4	-4
COc1ccc(Oc2cccc3c2S(=O)(=O)N(C2CC2)C[C@@H](COCc2ccccc2)O3)cc1
→ -0.1	-8
O=C1NC[C@H](CCCCN2C[C@H](Cc3ccc(O)cc3)N(CCc3ccc(O)cc3)C(=O)C2=O)N(CC2CCCCC2)C1=O
→ 0.2	-4
CC1=C(C)CC(C(=O)NCc2ccccn2)C(C(=O)O)C1 (stereo not drawn)
→ 0.2	-11
C[C@@H](NC(=O)[C@@H]1CCCN1C(=O)[C@@H]1CCCN1C(=O)c1cccc(Cl)c1)c1ccccc1
→ -0.2	-5
Cc1cc(C)nc(N/N=C/C2=C(O)CC(c3ccccc3)CC2=O)n1 (stereo not drawn)
→ 9.8	-24
